FadD28 binding – M. tuberculosis FadD28 bisubstrate binding inhibition; FadD28 bisubstrate probe binding, fluorescence polarization; inhibition, % at 12.5 µM; hit rate 0.22% among 360,000; in the data active = inhibition above about 8.5%, passing the limit was not always enough; inconclusive = no clear call, values can overlap the other calls
Mtb BioA inh – blocks M. tuberculosis BioA enzyme activity; purified M. tuberculosis BioA enzyme, plate reader; inhibition, % at 9.99 µM; hit rate 0.096% among 360,000; in the data active = inhibition above about 40%; inconclusive = no clear call, values can overlap the other calls
Anthrax LF inh2 – inhibitors of Bacillus anthracis lethal factor protease; multiplex microsphere protease cleavage assay, LF; inhibition, % at 10 µM; hit rate 0.12% among 360,000; AID 588501; note: plate controls were buffer without enzyme for full effect and enzyme alone for no effect
BoNT F protease – blocks Botulinum neurotoxin F light chain protease; hit rate 0.22% among 360,000; AID 588497; inhibition, % at 10 µM; Multiplex microsphere protease cleavage assay, flow cytometry; in the data active = inhibition above about 35%, passing the limit was not always enough; inconclusive = no clear call, values can overlap the other calls; note: plate controls were buffer without enzyme for full effect and enzyme alone for no effect
Mtb FBA inh – inhibits M. tuberculosis FBA enzyme. P9WQA3. purified M. tuberculosis FBA, fluorescence read-out. inhibition, % at 1 µM. hit rate 2.3% among 360,000. AID 588726; in the data active = inhibition above about 27%;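 note: 0% = vehicle and 100% = reference inhibitor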
Target sequence (P9WQA3 whole entry, looked up): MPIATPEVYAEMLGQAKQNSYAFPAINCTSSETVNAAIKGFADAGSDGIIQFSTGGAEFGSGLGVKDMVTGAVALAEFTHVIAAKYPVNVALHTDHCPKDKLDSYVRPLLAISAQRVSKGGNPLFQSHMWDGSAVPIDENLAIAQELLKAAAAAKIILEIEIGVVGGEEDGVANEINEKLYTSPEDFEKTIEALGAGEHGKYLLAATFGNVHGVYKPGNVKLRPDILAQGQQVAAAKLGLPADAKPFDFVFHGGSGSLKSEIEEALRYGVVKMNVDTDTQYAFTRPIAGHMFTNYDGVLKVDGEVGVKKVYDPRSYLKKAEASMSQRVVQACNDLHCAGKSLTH
GDH-TPI counter – counter-screen for M. tuberculosis FBA inhibitors: GDH-TPI coupled enzymes; GDH-TPI coupled enzyme counterscreen, NADH absorbance; inhibition, % at 4.8 µM; hit rate 1.2% among 360,000; AID 588335; in the data active = inhibition above about 30%;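 note: 0% = DMSO wells and 100% = wells lacking the enzyme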
BoNT A protease – inhibitors of Botulinum neurotoxin A light chain protease; multiplex microsphere protease substrate cleavage, flow cytometry; inhibition, % at 10 µM; hit rate 0.17% among 360,000; note: plate controls were buffer without enzyme for full effect and enzyme alone for no effect
Mtb UGM inh – inhibitors of M. tuberculosis UDP-galactopyranose mutase | purified UGM, fluorescence polarization probe displacement | P9WIQ1 | inhibition, % at 10 µM | hit rate 0.06% among 320,000; in the data active = inhibition above about 10%, passing the limit was not always enough; inconclusive = no clear call, values can overlap the other calls
Target sequence (P9WIQ1 whole entry, looked up): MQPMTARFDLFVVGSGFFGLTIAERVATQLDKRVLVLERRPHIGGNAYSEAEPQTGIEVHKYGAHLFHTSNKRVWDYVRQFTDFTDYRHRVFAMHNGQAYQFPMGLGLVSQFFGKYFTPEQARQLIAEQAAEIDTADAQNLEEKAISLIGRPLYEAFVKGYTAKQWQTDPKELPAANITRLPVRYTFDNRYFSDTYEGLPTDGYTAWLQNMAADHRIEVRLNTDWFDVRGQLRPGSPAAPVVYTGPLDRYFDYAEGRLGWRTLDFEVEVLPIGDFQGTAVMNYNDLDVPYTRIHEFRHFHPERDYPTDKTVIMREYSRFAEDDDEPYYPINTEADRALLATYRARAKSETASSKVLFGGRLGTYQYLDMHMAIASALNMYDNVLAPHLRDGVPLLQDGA
PfHsp40 yeast – restores yeast growth despite PfHsp40 toxicity. S. cerevisiae expressing PfHsp40, growth rescue, ATP luminescence. hit rate 0.68% among 340,000. growth rescue, % at 12.5 µM; in the data active = growth rescue above about 28%, passing the limit was not always enough; inconclusive = no clear call, values can overlap the other calls;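 note: yeast W303a lacking pdr1 and pdr3 grown in galactose medium; growth measured after three days at 30 °C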
* = called active by the depositor; ? = inconclusive; · = no result given; + = active, no number; & = joins results of further samples. Cut-off read from the data, not from the text of the source, unless noted: active = inhibition above about 30%; inconclusive = no clear call, values can overlap the other calls; inactive = below that.

SMILES	FadD28 binding	Mtb BioA inh	Anthrax LF inh2	BoNT F protease	Mtb FBA inh	GDH-TPI counter	BoNT A protease	Mtb UGM inh	PfHsp40 yeast
CN(C(=O)COn1nnc2ccc(Cl)cc21)C1CCS(=O)(=O)C1 (stereo unspecified)	0.8	-1.0	·	·	3.3	1.3	·	0.0	-1.5
COc1ccc2cc3cc(C(=O)NCc4ccccn4)oc3nc2c1	1.3	0.3	-4.7	-7.5	+	27.3	1.3	0.7	1.3
CC(C)COc1ccc(-c2nn(-c3ccccc3)cc2CO)cc1	-0.4	0.5	-11.3	8.6	0.1	6.3	0.5	-1.0	19.0
S=C(NC1CCCCC1)N1CCC(C2C=NC=N2)CC1 (stereo unspecified)	-4.1	0.3	1.5	-8.8	-1.3	-8.8	-0.3	·	·
N#C/C(=C/c1ccncc1)c1nc2ccccc2s1	-3.5	·	1.2	0.9	1.9	7.3	1.6	-2.5	-0.5
CC12C=CC(=O)C=C1CCC1C2C(=O)CC2(C)C1CCC2(O)C(=O)CO (stereo unspecified)	0.4	-0.2	-7.4	-3.5	3.7	5.7	-0.8	·	-1.6
O=C(/C=C/c1ccco1)NC(=S)Nc1ccccc1	0.4	5.6	-2.6	?	-1.5	40.1*	-0.8	-0.8	5.2
O=C1CSc2ccc(S(=O)(=O)NCc3ccccc3)cc2N1	-1.1	-0.8	-0.9	-2.6	5.0	2.7	-1.3	2.2	0.7
Cc1ccc(NC(=S)Nc2cccc(S(=O)(=O)Nc3c(C)n(C)n(-c4ccccc4)c3=O)c2)cc1	-3.8	0.2	0.1	-2.4	2.3	3.7	-0.8	3.5	0.8
O=C(NCCOc1cccc(Oc2ccccc2)c1)c1cc(-n2cnnc2)ccc1Cl	-9.9	1.4	-1.9	-4.8	0.9	-2.9	0.4	-2.7	0.1
CC(=O)O[C@@]1(C)C[C@@H](O)[C@]2(O)C=CO[C@@H](O[C@@H]3O[C@H](CO)[C@@H](O)[C@H](O)[C@H]3O)[C@@H]21	-0.9	-1.5	-4.4	-3.1	-0.6	3.4	-0.7	0.2	-2.2
COc1cc([C@@H]2CC=C(C(=O)O)CN2S(=O)(=O)c2ccc(C)cc2)cc(OC)c1OC	-3.0	-1.2	-1.3	-0.2	-0.4	6.3	-0.2	-2.5	1.5
Cc1onc(-c2ccccc2)c1C(=O)Nc1ccc(N2CCOCC2)cc1	-4.9	-2.0	3.6	-16.9	3.2	-1.4	0.0	2.9	-0.2
Fc1cccc2sc(N3CCCCC3)nc12	-4.3	-2.5	2.8	9.4	-8.8	1.4	-0.2	0.8	-1.6
Cc1cc(C)n(-c2nc3c(c(=O)n(C)c(=O)n3C)n2C)n1	-1.7	·	4.9	2.4	-6.3	-14.3	0.3	0.1	-0.2
O=C(NC(=S)NCCC1=CCCCC1)c1ccccc1Br	-4.0	-1.1	-12.0	-2.8	1.0	9.3	-0.6	-0.6	4.3
Cc1cc2oc(=O)cc(Cn3ccnc3)c2cc1O	·	-1.8	2.2	-8.0	1.9	8.3	-2.5	0.5	-0.7
C=CCC(c1ccccc1F)N(CCN1CCOCC1)C(=O)Nc1cccc(Cl)c1 (stereo unspecified)	-2.2	1.4	-14.4	2.2	-1.2	7.3	-0.7	-5.2	-0.1
CCOC(=O)c1c(N)sc(C(=O)N2CCCC2)c1C	-4.0	·	0.2	-2.2	0.4	7.7	-0.1	-3.4	-1.0
COC(=O)c1cc(NC(=O)CN(C)Cc2ccccc2)cc(C(=O)OC)c1	-2.8	0.1	-3.0	-18.8	34.5*	13.9	-3.7	-1.3	1.2
Cc1ccn2c(Nc3ccc4c(c3)OCO4)c(-c3ccccn3)nc2c1	0.2	0.3	-0.9	-9.9	2.9	2.2	-1.8	5.8	2.0
Cc1ccc(CC(SCc2ccccc2)C(=O)O)cc1C (stereo unspecified)	-1.3	-1.8	-4.7	-13.7	-1.0	-2.7	-1.2	-1.4	0.5
N#C/C(=C\c1c[nH]c2ccccc12)C(=O)NC1CC1	-1.5	1.1	-5.3	?	0.9	15.7	-0.3	0.0	-0.2
COC(=O)c1ccc(OCC(=O)c2ccc(C)c(C)c2)cc1	-1.9	·	0.9	-4.6	3.3	11.8	-0.2	1.6	1.1
COC(=O)[C@H](C(C)C)N(Cc1ccccc1)S(=O)(=O)CCNC1CCCC1	-1.9	0.3	-7.2	-5.8	2.2	10.4	0.1	·	-0.9

(continued)
SMILES	FadD28 binding	Mtb BioA inh	Anthrax LF inh2	BoNT F protease	Mtb FBA inh	GDH-TPI counter	BoNT A protease	Mtb UGM inh	PfHsp40 yeast
COc1ccc(/C=C(\NC(=O)c2ccco2)C(=O)NC(Cc2ccccc2)C(=O)O)cc1 (stereo unspecified)	-1.4	1.9	-5.9	4.5	-3.0	0.7	-1.8	1.8	-0.4
C[C@@H]1CN([C@@H](C)CO)C(=O)c2cc(Br)cnc2O[C@H]1CN(C)C(=O)c1ccc2c(c1)OCO2	-3.9	30.1&36.7	-8.2	-8.3	-1.6	1.4	0.1	·	·
COc1ccc(C(=O)NN=C2CCCC2)cc1OC	0.4	-0.3	1.2	5.6	4.3	13.0	2.0	1.6	-0.2
COc1ccc2oc(C(=O)OCC(=O)N(C)c3c(N)n(Cc4ccccc4)c(=O)[nH]c3=O)c(C)c2c1	-6.5	-0.9	2.0	-4.5	20.6	1.4	-0.1	3.4	1.1
CSCC[C@H](NC(=O)C1CCN(S(=O)(=O)c2ccc(C)cc2)CC1)C(=O)NCc1ccco1	-1.5	1.0	-4.3	-2.2	-6.8	-2.8	-0.1	1.9	-0.7
CN(C)CCN(C)c1cc2c(c3c1ccn3C)C1CCC2O1 (stereo unspecified)	-2.4	0.1	-8.1	-2.1	5.2	·	0.9	·	·
CC1(C)C(C=C(Cl)Cl)C1C(=O)NC(O)C(=O)c1ccccc1 (stereo unspecified)	-2.5	0.6	-4.9	-15.4	5.9	-6.0	-3.8	1.2	-1.8
CCn1nnnc1NCc1ccc(OCc2c(F)cccc2Cl)c(OC)c1	-0.5	·	-13.1	-5.0	-0.6	1.3	-0.1	-1.8	-0.6
Cc1nc(NC(C)c2ccccc2)c2c3c(sc2n1)CCC3 (stereo unspecified)	-2.0	-0.9	3.5	-2.3	-3.6	7.7	-0.8	1.4	-1.0
Cc1ccc(NC(=S)N/N=C/c2ccc([N+](=O)[O-])s2)cc1	0.8	1.4	27.0	-2.3	-19.9	13.0	47.3*	-0.7	211.2*
O=C(COC(=O)c1cccc(S(=O)(=O)N2CCOCC2)c1)Nc1nc(-c2ccccc2Cl)cs1	3.0	·	3.2	27.2	-5.2	-7.2	2.4	0.0	-0.7
N#CC1(Nc2ccc3c4c(cccc24)CC3)CCCCC1	-1.9	0.8	-1.8	-8.5	48.0*	18.6	0.0	·	·
O=C(COC(=O)c1cc(Br)cc(Br)c1O)NC12CC3CC(CC(C3)C1)C2	-4.3	0.0	-0.7	0.1	5.9	4.0	0.0	·	·
COc1ccccc1OCc1nc(Cc2ccc(Cl)cc2)no1	-2.9	-1.2	-6.2	3.7	-0.5	12.7	-0.2	-1.6	0.1
Cc1nn(-c2cccc(C(F)(F)F)c2)c(=O)c2noc(C)c12	-3.6	·	2.7	?	1.5	0.7	-6.9	1.1	1.1
O=C(Cn1c(C(F)(F)F)nc2ccccc21)NCCN1CCCC1	-1.4	-5.7	-4.7	-3.2	4.0	7.0	2.7	3.6	-0.4
CCOC(=O)Cn1c(CN(Cc2ccccc2)Cc2ccccc2)nc2c1c(=O)[nH]c(=O)n2C	-3.9	2.7	-0.2	7.1	-2.8	-1.2	-0.9	-3.8	-1.3
COc1ccc(CCNC(=O)Nc2nc(CN)cs2)cc1OC	-2.4	-0.3	-10.2	-7.8	-1.4	-2.2	-0.3	·	·
CN(C)c1nc(-c2ccccc2)nc(-c2ccc(Cl)cc2)c1C#N	-2.1	1.3	-1.3	2.1	4.8	5.7	-0.1	0.1	-0.3
CCn1c(-c2cc(-c3cc(C)ccc3C)nc3ccccc23)n[nH]c1=S	-4.8	·	0.2	0.8	1.4	6.2	-0.1	0.7	0.3
COc1cc(/C=N/n2cnc3scc(-c4cccs4)c3c2=O)cc(OC)c1OC	-0.1	·	1.3	-1.6	3.7	3.3	-0.5	2.7	0.1
Cc1ccc(NC(=O)COC(=O)CNC(=O)c2cccs2)cc1S(=O)(=O)N1CCOCC1	-1.3	2.2	-0.1	9.3	-1.9	-6.4	-0.5	·	1.4
COc1ccc(N)cc1S(=O)(=O)Nc1ccccc1Cl	-4.8	-0.1	4.4	-2.1	0.6	1.4	-0.4	-2.3	-0.9
CCn1c(C(O)c2cccc(OC)c2OC)nc2ccccc21 (stereo unspecified)	1.5	·	1.8	-2.4	1.7	7.5	-0.2	0.7	0.0
O=C(C(Cc1ccccc1)NS(=O)(=O)c1ccc(F)cc1)N1CCC2(CC1)OCCO2 (stereo unspecified)	0.1	-0.8	-7.9	-9.4	1.4	1.1	-1.1	-1.4	-2.2

(further entries)
SMILES	FadD28 binding	Mtb BioA inh	Anthrax LF inh2	BoNT F protease	Mtb FBA inh	GDH-TPI counter	BoNT A protease	Mtb UGM inh	PfHsp40 yeast
CC(C)C(C(=O)NCC1CCCO1)N(C(=O)CNS(=O)(=O)c1ccccc1)c1ccc(F)cc1 (stereo unspecified)	-2.9	-0.6	2.4	-10.0	-0.6	-5.2	-2.0	-1.0	0.5
CC1CCCC(C)N1C(=O)COC(=O)c1ccc[nH]c1=O (stereo unspecified)	-3.0	-0.5	-0.4	11.3	-1.8	13.0	-1.2	3.3	-0.3
CNC(=O)/C=C1\NC(C)(C)Cc2c1ccc1ccccc21	-1.9	-3.0	6.7	-5.6	1.4	11.1	1.3	-0.1	0.3
CCN(CC)C(=O)COC(=O)C1=NN(c2cc(C)ccc2C)C(=O)CC1	-2.2	-2.4	1.8	7.6	2.1	0.0	1.0	0.7	2.0
CNC(=O)c1ccc(CNC(=O)OCC(F)(F)F)cc1	0.7	-1.0	-1.5	-1.6	9.6	1.3	-0.2	-1.5	0.7
C/C(=N\NC(=O)c1ccc(Cl)cc1)c1ccccn1	-1.7	-1.0	-3.4	-23.2	0.5	8.1	-6.8	-0.7	-0.5
CN=C1S/C(=C\c2ccc(N3CCOCC3)c(F)c2)C(=O)N1C	2.5	0.6	-0.3	5.9	1.0	7.3	-0.7	3.5	-0.2
CCc1ccc2[nH]c(=O)c(CN(CCN3CCOCC3)C(=O)Nc3ccccc3F)cc2c1	-4.6	2.3	-2.8	1.7	-2.1	3.1	-0.6	1.4	-0.2
CN(C)C(=O)c1ccc(Nc2ncnc3sc4c(c23)CCCCC4)cc1	-0.7	24.3	-1.4	-4.2	-0.1	12.0	-0.2	2.0	-1.0
CC(C)Cc1ccc(CN2CCCC(NC(=O)CSc3nncn3C)C2)cc1 (stereo unspecified)	0.5	-3.7	-1.4	-3.1	1.3	3.1	0.8	-0.6	0.1
Cc1ccc2[nH]c(=O)c(C(c3nnnn3CC3CCCO3)N3CCCc4ccccc43)cc2c1 (stereo unspecified)	-3.5	0.1	-3.4	-1.3	1.9	7.2	1.3	2.0	0.5
Cc1ccc(-c2cc(C(=O)N/N=C/c3ccoc3)c3ccccc3n2)cc1	-3.0	-2.0	2.7	-0.5	11.2	21.1	1.9	1.3	0.6
COC(=O)[C@@H](c1ccccc1)N(C)S(=O)(=O)c1cccc(S(=O)(=O)N(C)[C@@H](C(=O)OC)c2ccccc2)c1	0.5	-1.4	-4.2	2.4	0.1	28.3	-0.1	-1.4	0.3
CCc1nnc(NC(=O)c2cccnc2)s1	-0.5	·	1.9	5.1	-1.9	8.6	0.9	-0.1	-0.7

Three entries already listed, sorted by heavy-atom count, highest first.
SMILES	FadD28 binding	Mtb BioA inh	Anthrax LF inh2	BoNT F protease	Mtb FBA inh	GDH-TPI counter	BoNT A protease	Mtb UGM inh	PfHsp40 yeast
COC(=O)[C@@H](c1ccccc1)N(C)S(=O)(=O)c1cccc(S(=O)(=O)N(C)[C@@H](C(=O)OC)c2ccccc2)c1	0.5	-1.4	-4.2	2.4	0.1	28.3	-0.1	-1.4	0.3
CC(C)Cc1ccc(CN2CCCC(NC(=O)CSc3nncn3C)C2)cc1 (stereo unspecified)	0.5	-3.7	-1.4	-3.1	1.3	3.1	0.8	-0.6	0.1
CNC(=O)/C=C1\NC(C)(C)Cc2c1ccc1ccccc21	-1.9	-3.0	6.7	-5.6	1.4	11.1	1.3	-0.1	0.3

Compound activity (PubChem BioAssay)
